OXTR potentiator: human OXTR potentiators, primary screen, fluorescence, CHO-OTR cells, Fluo-8 calcium | activation, % at 3 µM | Oxytocin receptor (Homo sapiens), P30559 | 320,000 tested, 0.061% active | Fluo-8 calcium fluorescence, potentiator mode; 0% = oxytocin EC15, 100% = EC100;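 active means activation above that plate's cutoff, the mean activation of tested compounds plus 3 SD, cut at about 6.6% in these data, passing the limit was not always enough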;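 further: 100% uses oxytocin at 75 nM as the full agonist control; some results filed as inactive read as strong as hits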
Target sequence (P30559 whole entry, looked up): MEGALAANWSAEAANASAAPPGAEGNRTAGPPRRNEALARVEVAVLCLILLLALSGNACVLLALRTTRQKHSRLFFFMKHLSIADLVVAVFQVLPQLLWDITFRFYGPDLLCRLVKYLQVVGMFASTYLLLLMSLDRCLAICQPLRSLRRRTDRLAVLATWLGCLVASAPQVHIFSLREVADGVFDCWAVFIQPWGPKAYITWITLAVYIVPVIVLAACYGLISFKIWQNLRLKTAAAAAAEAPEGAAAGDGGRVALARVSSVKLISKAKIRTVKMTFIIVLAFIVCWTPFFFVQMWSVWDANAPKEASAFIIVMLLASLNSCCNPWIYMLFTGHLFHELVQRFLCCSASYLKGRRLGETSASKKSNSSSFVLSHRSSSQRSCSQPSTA
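Replication – single well per compound, singlicate · Assay system – CHO cell line stably expressing human OTR · Timing – 6 min pre-incubation, 100 s read · Measure – normalized max/min fluorescence ratio, % activation · Doses – 3.0 µM, one dose · Detection – Fluo-8 calcium dye fluorescence · Probe or stimulus – oxytocin near EC15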
M18AAP inhibitor: PfM18AAP inhibitors, malaria aminopeptidase, primary screen, biochemical, QFRET, recombinant enzyme. 290,000 tested, 1.2% active. H-Glu-NHMec fluorogenic cleavage. inhibition, % at 7.35 µM. AID 1822, 2009;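 active means inhibition above the campaign mean inhibition over all tested compounds plus 3 SD, cut at about 28% in these data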;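 further: 0% = plate median of test compound wells and 100% = 2 mM ZnCl2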
GalR3 antagonist: GalR3 antagonists in HEK293 cells, primary screen, cell-based, fluorescence readout; Galanin receptor type 3 (Homo sapiens), O60755; HEK293 GalR3-CNG cAMP membrane potential fluorescence; galR3 body fused to GalR1 C-terminus; inhibition, % at 3 µM; 360,000 tested, 0.44% active; AID 651719, 2012;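 active means inhibition above the screen-wide average plus 3 SD, cut at about 13% in these data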;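 further: forskolin and galanin both at EC90 stimulate the cells; cAMP rise reported by CNG channel membrane potential dye signal; 0% = forskolin plus galanin with DMSO and 100% = forskolin alone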
MEKK2 WT-MEK5: modulators of MEK5 binding to wildtype MEKK2, primary screen, biochemical, multiplex bead flow cytometry, Alexa488-MEK5 | 290,000 tested, 1.1% active | binding response (% of control), % at 10 µM | Alexa488-MEK5 binding to MEKK2 WT; actives lie on both sides | Mitogen-activated protein kinase kinase kinase 2 (Homo sapiens), Q9Y2U5 | AID 1531, 2009; in the data active means binding response below about 67% or above about 130%
V1R ag counter: agonists of human V1a receptor, primary screen, counter-screen for OXTR agonist project, fluorescence, CHO-V1R cells; Vasopressin V1a receptor (Homo sapiens), P37288; Fluo-8 calcium fluorescence, agonist mode; 0% DMSO, 100% 3 nM vasopressin; 320,000 tested, 0.25% active; activation, % at 3 µM;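 active means activation above the mean activation of all tested compounds plus 3 SD, per screening run, cut at about 20% in these data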;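 further: signal is peak over basal fluorescence ratio across a 100 second FLIPR read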
Target sequence (P37288 whole entry, looked up): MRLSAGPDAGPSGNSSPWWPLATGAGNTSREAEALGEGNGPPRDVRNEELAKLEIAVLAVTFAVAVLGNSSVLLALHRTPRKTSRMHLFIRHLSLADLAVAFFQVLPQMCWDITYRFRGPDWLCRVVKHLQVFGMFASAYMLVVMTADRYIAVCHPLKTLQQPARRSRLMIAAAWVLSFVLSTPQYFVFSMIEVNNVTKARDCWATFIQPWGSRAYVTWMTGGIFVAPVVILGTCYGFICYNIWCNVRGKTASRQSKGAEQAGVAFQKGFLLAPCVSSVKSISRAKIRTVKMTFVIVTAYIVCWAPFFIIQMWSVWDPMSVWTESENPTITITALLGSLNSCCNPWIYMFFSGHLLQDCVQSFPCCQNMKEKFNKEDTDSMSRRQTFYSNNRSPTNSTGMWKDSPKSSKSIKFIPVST
NALP1 inh: NALP1 inflammasome inhibitors in reconstituted yeast, colorimetric, S. cerevisiae, triplicate retest; S. cerevisiae NALP1/ASC/caspase-1 growth, X-gal OD620, 72 h; inhibition, % at 10 µM; 280,000 tested, 0.61% active; in the data active means inhibition mostly above about 24%, no sharp cut-off; inactive means mostly below about 32%; further: some compounds called inactive have numbers as strong as hits
MEKK2 mut-MEK5: MEK5 binding signal on mutant MEKK2 PB1, primary screen, biochemical, multiplex bead flow cytometry, Alexa488-MEK5; Alexa488-MEK5 binding to MEKK2 mutant; AID 1530, 2009; 290,000 tested, 0.35% active; percent response, % at 10 µM; in the data active means percent response above about 24%, passing the limit was not always enough; further: inactives centre near 1; some results filed as inactive read as strong as hits
GPR7 antagonist: GPR7 receptor antagonists, primary screen, cell-based, fluorescence, single concentration | Neuropeptides B/W receptor type 1 (Homo sapiens), P48145 | GPR7-expressing cells, fluorescence antagonist assay | inhibition, % at 4.4 µM | 290,000 tested, 1.1% active; in the data active means inhibition above about 16%, passing the limit was not always enough;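 further: cells stimulated with the agonist NPW; 0% = agonist with vehicle and 100% = vehicle without agonist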
OXTR agonist: human OXTR agonists, primary screen, fluorescence, CHO-OTR cells, Fluo-8 calcium; activation, % at 3 µM; Oxytocin receptor (Homo sapiens), P30559; Fluo-8 calcium fluorescence; normalized: DMSO 0%, oxytocin 100%; AID 2435, 2010; 320,000 tested, 0.32% active;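 active means activation above the mean of all tested compounds plus 3 SD, cutoff set per screening run, cut at about 20% in these data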;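 further: peak over basal fluorescence ratio from a 100 s FLIPR kinetic read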
* hit, by the source's call; . = no result given.

compound	OXTR potentiator	M18AAP inhibitor	GalR3 antagonist	MEKK2 WT-MEK5	V1R ag counter	NALP1 inh	MEKK2 mut-MEK5	GPR7 antagonist	OXTR agonist
COc1ccccc1CNC(=O)COc1ccc(S(=O)(=O)N2CCOCC2)cc1	5.4	.	1.4	.	0.5	.	.	.	0.3
CN(CC(=O)Nc1ccccc1C(F)(F)F)C(=O)c1cc([N+](=O)[O-])ccc1N1CCOCC1	-6.0	-3.2	-2.1	96.0	-0.2	-4.5	-4.0	-4.2	-1.2
O=C(NN=C1CCC(c2ccccc2)CC1)c1cc2c(s1)CCCC2 (configuration not stated)	0.7	-18.1	-0.5	109.0	-0.5	16.4	13.0	-9.2	-1.3
CCCCN(C)C(=O)CCCc1c[nH]c2ccccc12	-14.3	27.4	-2.2	98.0	2.7	-4.0	4.0	19.4*	-0.3
Cc1ccc(S(=O)(=O)N2CCOCC2)cc1NC(=O)COC(=O)Cc1ccsc1	-14.2	-2.5	-4.3	101.0	0.6	39.3	12.0	1.1	0.5
CC(C)C1CC(C(=O)Nc2ccccc2)C(=O)O1 (configuration not stated)	3.3	.	-4.7	.	-2.2	.	.	.	-1.2
COC(=O)c1c(/N=C/NOCc2ccc(Cl)cc2)sc2c1CCN(c1ncc(C(F)(F)F)cc1Cl)C2	-18.3	8.8	1.6	98.0	0.4	-7.2	6.0	8.2	-0.8
CC(OC(=O)c1ccccc1)C(=O)NCCC1=CCCCC1 (configuration not stated)	-10.0	2.4	-5.3	100.0	0.4	3.4	-1.0	-1.2	-2.4
Cc1ccc(S(=O)(=O)N(C)C)cc1NC(=O)C(C)N(C)CCOc1ccc(Cl)cc1 (configuration not stated)	-10.1	-5.9	-12.3	101.0	9.4	12.2	-1.0	17.7	5.6
N=c1ncn(CC(O)CN2CCOCC2)c2nc(N3CCOCC3)[nH]c12 (configuration not stated)	-3.3	-6.3	-5.7	.	-0.2	-0.6	.	5.7	0.7
O=C(Cn1nc(-c2ccccc2)ccc1=O)Nc1ccc(-n2cnnn2)cc1	-1.7	-8.6	-3.5	95.0	0.5	.	0.0	26.6*	2.6
Cc1c(C#N)c2ccccc2n1CC(=O)NCCc1c[nH]c2ccccc12	-8.7	1.6	-0.6	112.0	6.3	10.2	10.0	15.9	10.2
Cc1ccc(NC(=O)CSc2nnc(-c3cccnc3)s2)cc1	-9.1	-1.1	1.2	103.0	0.0	12.8	2.0	15.5	0.8
O=C1CC(C2CCCO2)C(=O)N1c1cccc(Cl)c1 (configuration not stated)	1.7	-2.4	1.4	103.0	0.2	8.2	4.0	-1.0	0.6
Cc1cc(C)c(NC(=O)CSc2nnc(CNC(=O)c3ccccc3F)o2)c(C)c1	-6.9	-5.9	-11.1	104.0	0.3	-17.0	2.0	-7.8	0.8
CCOc1ccc2[nH]c(=O)c(CN(Cc3cccs3)Cc3nnnn3C(C)(C)C)cc2c1	-9.7	4.0	-3.6	94.0	-0.1	20.6	0.0	-8.2	-0.6
CCN1CCN(/C=N/c2nc3c(s2)CCCC3)CC1	-8.8	-3.5	-9.3	97.0	-0.2	4.8	-4.0	4.7	-1.2
Cc1ccc(C(=O)Nc2cc(S(=O)(=O)N3CCOCC3)ccc2N2CCCC2)cc1	-6.9	.	-4.9	.	-0.7	.	.	.	-1.1
CCOC(=O)N1CCN(C(=O)CN(c2ccc(C)c(C)c2)S(=O)(=O)c2ccccc2)CC1	-12.7	-13.7	-2.2	115.0	-0.8	10.4	4.0	6.7	-1.7
Cc1cccc(C)c1NC(=O)COC(=O)[C@@H]1CCCN1C(=O)c1cccs1	-7.3	.	-5.8	.	-0.8	.	.	.	-0.6
Cc1cc2oc(C(=O)NC3CCS(=O)(=O)C3)cc(=O)c2cc1C (configuration not stated)	-0.5	6.7	1.4	105.0	0.5	1.8	6.0	-1.7	1.0
COc1cc(C2C(C(C)=O)=C(O)C(=O)N2CCN(C)C)ccc1O (configuration not stated)	-2.7	2.1	11.2	104.0	0.8	12.9	3.0	-18.8	0.4
O=C(Nc1ccc(S(=O)(=O)N2CCOCC2)cc1)C1CCCCC1	-3.5	2.0	-1.9	102.0	1.6	-6.1	3.0	12.2	3.3
NNC(=O)c1cccc(S(=O)(=O)Nc2cc(Cl)ccc2Cl)c1	-4.5	-0.1	-7.3	93.0	-0.2	0.3	-16.0	-4.1	0.4
CCC(C)(C)NC(=O)C(c1cccn1C)N(Cc1ccc(C)cc1)C(=O)Cn1nnc2ccccc21 (configuration not stated)	-18.2	-0.4	-2.3	99.0	-1.3	13.5	0.0	-6.8	-1.0

Record cards, as listed above. Values in the order: OXTR potentiator, M18AAP inhibitor, GalR3 antagonist, MEKK2 WT-MEK5, V1R ag counter, NALP1 inh, MEKK2 mut-MEK5, GPR7 antagonist, OXTR agonist
Cc1ccc(S(=O)(=O)N2CCOCC2)cc1NC(=O)COC(=O)Cc1ccsc1 across the screens: -14.2, -2.5, -4.3, 101.0, 0.6, 39.3, 12.0, 1.1, 0.5
COc1cc(C2C(C(C)=O)=C(O)C(=O)N2CCN(C)C)ccc1O (configuration not stated) across the screens: -2.7, 2.1, 11.2, 104.0, 0.8, 12.9, 3.0, -18.8, 0.4

Following part:
compound	OXTR potentiator	M18AAP inhibitor	GalR3 antagonist	MEKK2 WT-MEK5	V1R ag counter	NALP1 inh	MEKK2 mut-MEK5	GPR7 antagonist	OXTR agonist
COc1cccc(C(=O)NCc2ccco2)c1OC	-7.3	-1.6	2.5	105.0	0.6	-16.4	3.0	-18.9	0.3
Cc1cccc(OCC(=O)Nc2ccccc2C(=O)N2CCOCC2)c1	-6.0	-3.5	-5.5	108.0	0.1	28.3	1.0	-9.1	0.0
COC(=O)c1ccc(NC(=O)C2C3C=CC(O3)C2C(=O)O)cc1 (configuration not stated)	1.5	-1.3	-5.7	103.0	0.2	13.1	6.0	-4.1	0.9
COc1cc(C)ccc1OCC(=O)OCC(=O)c1cc(C)n(CC2CCCO2)c1C (configuration not stated)	-4.5	.	-6.5	.	0.3	.	.	.	0.2

Among those listed so far, six have a halogen:
compound	OXTR potentiator	M18AAP inhibitor	GalR3 antagonist	MEKK2 WT-MEK5	V1R ag counter	NALP1 inh	MEKK2 mut-MEK5	GPR7 antagonist	OXTR agonist
CN(CC(=O)Nc1ccccc1C(F)(F)F)C(=O)c1cc([N+](=O)[O-])ccc1N1CCOCC1	-6.0	-3.2	-2.1	96.0	-0.2	-4.5	-4.0	-4.2	-1.2
COC(=O)c1c(/N=C/NOCc2ccc(Cl)cc2)sc2c1CCN(c1ncc(C(F)(F)F)cc1Cl)C2	-18.3	8.8	1.6	98.0	0.4	-7.2	6.0	8.2	-0.8
Cc1ccc(S(=O)(=O)N(C)C)cc1NC(=O)C(C)N(C)CCOc1ccc(Cl)cc1 (configuration not stated)	-10.1	-5.9	-12.3	101.0	9.4	12.2	-1.0	17.7	5.6
O=C1CC(C2CCCO2)C(=O)N1c1cccc(Cl)c1 (configuration not stated)	1.7	-2.4	1.4	103.0	0.2	8.2	4.0	-1.0	0.6
Cc1cc(C)c(NC(=O)CSc2nnc(CNC(=O)c3ccccc3F)o2)c(C)c1	-6.9	-5.9	-11.1	104.0	0.3	-17.0	2.0	-7.8	0.8
NNC(=O)c1cccc(S(=O)(=O)Nc2cc(Cl)ccc2Cl)c1	-4.5	-0.1	-7.3	93.0	-0.2	0.3	-16.0	-4.1	0.4

Hits appear at their usual frequency (roughly 4.1% active in at least one column).
